Assay outcomes (PubChem)
GLS inhibitor – qHTS for Inhibitors of Glutaminase (GLS). Potency, µM (doses to about 45.5 µM), for inactives: at the top dose activity change, negative = inhibition, most hits filed as inhibitors. GLS enzymatic activity, qHTS titration. AID 624170, 2012. Glutaminase kidney isoform, mitochondrial (Homo sapiens), O94925. 0.21% of 410,000 active; further: potency means the concentration at half of the fitted maximal effect; on the % scale 0 is the no-effect control and ±100 the full control effect
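Human kidney-isoform GLS in 45 mM KH2PO4 pH 8.2, 0.02% Tween-20, with compound, started with 1mM L-Glutamine (added stock). Glutamate oxidase/HRP/Amplex red coupled fluorescence read at start and after 30 min at RT.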
JMJD2A Tudor – qHTS Assay for Inhibitors of JMJD2A-Tudor Domain. AlphaScreen JMJD2A-Tudor / H3K4me3 peptide binding. Lysine-specific demethylase 4A (Homo sapiens), O75164. 4.4% of 390,000 active. Potency, µM (titrated, usually from 114 µM), for the others: at the highest dose activity change, negative = inhibition, actives largely listed as inhibitors; further: potency means the concentration at half of the fitted maximal effect; on the % scale 0 is the no-effect control and ±100 the full control effect; nearly all actives have a fitted effect of over 50% in size
PI4K2A block – qHTS for small molecular inhibitors of PI4K2A. Phosphatidylinositol 4-kinase type 2-alpha (Homo sapiens), Q9BTU6. purified PI4K2A, ADP-Glo luminescence, 1 h; active compounds read low. activity change, negative = inhibition, % at 76.9 µM. 0.13% of 420,000 active. AID 1346378, 2018; in the data active means activity change below about -50%; inconclusive means mostly about -30% to -49%;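 further: -100% = wells without enzyme as full effect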
Target sequence (Q9BTU6 whole entry, looked up): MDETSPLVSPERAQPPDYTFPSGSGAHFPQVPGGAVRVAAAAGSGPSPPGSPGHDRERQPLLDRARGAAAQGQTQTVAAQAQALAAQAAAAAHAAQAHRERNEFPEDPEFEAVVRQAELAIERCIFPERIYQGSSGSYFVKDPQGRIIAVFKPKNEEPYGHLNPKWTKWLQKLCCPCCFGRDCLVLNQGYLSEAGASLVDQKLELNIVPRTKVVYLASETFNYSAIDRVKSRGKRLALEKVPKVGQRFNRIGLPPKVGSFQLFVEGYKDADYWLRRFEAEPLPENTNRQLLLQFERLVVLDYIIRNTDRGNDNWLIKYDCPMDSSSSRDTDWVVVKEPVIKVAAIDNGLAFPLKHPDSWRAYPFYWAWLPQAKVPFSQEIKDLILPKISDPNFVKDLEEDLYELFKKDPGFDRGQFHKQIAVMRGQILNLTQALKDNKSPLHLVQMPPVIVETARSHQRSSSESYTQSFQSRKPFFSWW
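Compounds are screened against recombinant PI4K2A using PI as substrate and ATP, the latter dispensed at 300 microM. Reactions run one hour at ambient temperature before ADP-Glo detection; full inhibition defined by wells lacking enzyme.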
HP1b chromo inh – HTS for Inhibitors of HP1-beta Chromodomain Interactions with Methylated Histone Tails; Chromobox protein homolog 1 (Homo sapiens), P83916; AlphaScreen HP1-beta / biotin-H3K9me3 peptide binding; Potency, µM (series often up to 114 µM), inactives show at the top dose activity change, negative = inhibition, hits mostly inhibitors; 0.56% of 390,000 active; AID 540317, 2011; further: potency means the concentration at half of the fitted maximal effect; nearly all actives have a fitted effect of over 70% in size; inactives centre near 23
Target sequence (P83916 whole entry, looked up): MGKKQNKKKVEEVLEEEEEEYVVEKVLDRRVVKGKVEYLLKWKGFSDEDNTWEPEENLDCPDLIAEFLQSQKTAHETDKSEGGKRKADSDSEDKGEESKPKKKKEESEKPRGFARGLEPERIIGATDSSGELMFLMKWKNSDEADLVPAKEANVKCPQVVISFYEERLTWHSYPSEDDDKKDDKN
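HP1-beta protein (50 nM final) preincubated 30 min at room temperature with biotinylated H3(1-18)K9me3 peptide (50 nM) in PBS pH 7.4, 0.01% Tween-20, then compound added for 30 min. AlphaScreen streptavidin donor/nickel chelate acceptor beads (10 ug/mL final), 30 min dark, luminescence read.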
RGS4 inhibitor – Inhibitors of Regulator of G Protein Signaling (RGS) 4: qHTS; Regulator of G-protein signaling 4 (Homo sapiens), P49798; Transcreener GDP fluorescence polarization, RGS4-accelerated GTP hydrolysis; Potency, µM (series often up to 114 µM), without a hit: top-dose activity change, negative = inhibition, actives largely listed as inhibitors; 0.039% of 390,000 active; further: potency means the concentration at half of the fitted maximal effect; on the % scale 0 is the no-effect control and ±100 the full control effect; nearly all actives have a fitted effect of over 75% in size; some results filed as inactive show a strong effect at the top dose
Target sequence (P49798 whole entry, looked up): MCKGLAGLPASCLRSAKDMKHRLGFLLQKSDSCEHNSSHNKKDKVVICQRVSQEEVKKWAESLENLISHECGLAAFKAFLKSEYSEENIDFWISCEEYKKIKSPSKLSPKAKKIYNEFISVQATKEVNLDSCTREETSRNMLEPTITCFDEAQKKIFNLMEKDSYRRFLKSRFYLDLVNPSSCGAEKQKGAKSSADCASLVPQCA
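MLSMR compounds (23 nl, pin-transferred) preincubated 10 min at room temperature with a 500nM (2x) first reagent, then RGS4 at 900nM (2x) plus Transcreener GDP mix added; fluorescence polarization (620/688 nm) read before and after 90 min at 30 °C.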
ERG-DNA inh – qHTS for Small Molecule Inhibitors of the ERG Ets/DNA interaction; Transcriptional regulator ERG (Homo sapiens), P11308; fluorescence polarization, His-ERG Ets domain / labelled DNA; Potency, µM (doses to about 76.9 µM), without a hit: top-dose FP activity, negative = inhibition, most hits filed as inhibitors; 0.028% of 370,000 active; active means well fitted inhibition curve with a large enough effect in the polarisation, with a control signal flat; inconclusive means small, poorly fitted or top-dose-only effect, or effect the other way, or a change in a side signal; inactive means no such curve, though single readings can be large or run the other way; the % refers to the polarisation;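 further: polarization taken with two DNA probes labelled with fluorescein and Texas red; potency means the concentration at half of the fitted maximal effect; % of control where 0% means no effect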
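His-tagged ERG Ets domain (1 uM in the protein solution; 300mM KCl, 50mM Tris-HCl, 1mM EDTA, 1mM DTT, pH 7.5) received compound, then a probe mix of 5 nM fluorescein-DNA and 100nM Texas-615-DNA. Fluorescence polarization was read for both dyes.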
G9a block – qHTS Assay for Inhibitors of Histone Lysine Methyltransferase G9a. Potency, µM (top dose mostly 102 µM), for inactives: at the highest dose activity, negative = inhibition, actives largely listed as inhibitors. 8.8% of 350,000 active. Histone-lysine N-methyltransferase EHMT2 (Homo sapiens), Q96KQ7. G9a H3K9 monomethylation, AlphaScreen, 2 h. AID 504332, 2011; further: potency means the concentration at half of the fitted maximal effect; on the % scale 0 is the no-effect control and ±100 the full control effect; nearly all actives have a fitted effect of over 75% in size
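Readings reflect AlphaScreen signal from monomethyl-H3K9 antibody detection. HMT at 20 nM; substrate b-H3K9 500 nM; cofactor SAM 20 uM; 2 h RT reaction; compounds tested as titrations in qHTS with 15 min preincubation.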
12-LOX inh – Primary qHTS assay for inhibitors of human arachidonate 12S-lipoxygenase (ALOX12): Round 2; Potency, µM (highest dose often 108 µM), without a hit: at the top dose activity change, negative = inhibition, most hits filed as inhibitors; 1.1% of 580,000 active; AID 1671190, 2021; purified 12hLO, xylenol orange hydroperoxide absorbance; Polyunsaturated fatty acid lipoxygenase ALOX12 (Homo sapiens), P18054; further: potency means the concentration at half of the fitted maximal effect; on the % scale 0 is the no-effect control and ±100 the full control effect
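Purified human 12hLO (150 nM final) in 25 mM Hepes, 0.01% Triton X-100, pH 7.0 was preincubated 15 min at room temperature with compound. Then 40 uM arachidonic acid was added, 30 min. Hydroperoxide was read by Fe-XO absorbance ratio 573/405 nm.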
BAZ2B inh – qHTS Assay for Inhibitors of BAZ2B; Bromodomain adjacent to zinc finger domain protein 2B (Homo sapiens), Q9UIF8; AlphaScreen BAZ2B-H3K14Ac peptide displacement; Potency, µM (titrated, usually from 114 µM), inactives show at the top dose activity change, negative = inhibition, most hits filed as inhibitors; 4.4% of 360,000 active; AID 504333, 2011; further: potency means the concentration at half of the fitted maximal effect; on the % scale 0 is the no-effect control and ±100 the full control effect; nearly all actives have a fitted effect of over 60% in size
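Complex of BAZ2B and biotin-H3K14Ac (50 nM apiece) forms over 30 min at RT, then faces library compounds up to 110 uM for another 30 min; AlphaScreen beads added, 20 min dark incubation, luminescence read.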
Numbers without * were called inactive; ? = inconclusive; · = no result given; & = joins results of further samples; [ ] = another dose, or the depositor's remark. Unless noted, the call rests on the fitted dose curve; in most records, active means well fitted curve in the direction sought with a large enough effect; inconclusive means small, poorly fitted or top-dose-only effect, or another doubt; inactive means no such curve, though single readings can be large; an effect the other way counts as inactive or inconclusive.

| GLS inhibitor | ERG-DNA inh | 12-LOX inh | JMJD2A Tudor | G9a block | RGS4 inhibitor | BAZ2B inh | HP1b chromo inh | PI4K2A block | smiles |
| --- | --- | --- | --- | --- | --- | --- | --- | --- | --- |
| 9% | 2% | 0% | 5% | ? | -6% | 5% | 28% | -3 | CCOc1cc2[nH]c(=O)n(CCC(=O)NCCc3ccc(OC)c(OC)c3)c(=O)c2cc1OCC |
| 4% | · | -11% | -5% | 24% | -27% | 15% | 16% | -3 | COCCNC(=O)c1ccc(N2CCC3(CC2)OCCO3)c([N+](=O)[O-])c1 |
| 5% | 7% | 0% | 0% | -7% | 44% | 4% | 41%[activator] | -2 | N#Cc1ccc(COC(=O)C2CCC(=O)N2)cc1 (stereo unspecified) |
| 3% | -17% | 8% | -1% | -2% | 21% | -33% | 4%[57 µM] | 10 | CC(C)NC(=O)C(=O)Nc1cc2c3c(c1)CCC(=O)N3CCC2 |
| -2% | 9% | -7% | -16% | · | -6% | -15% | 13% | 0 | CSc1cccc(NC(=O)N2CCCC(CNS(=O)(=O)Cc3ccccc3)C2)c1 (stereo unspecified) |
| 2% | 7% | 0% | 3% | -6%[59 µM] | 2% | -10% | 30% | 4 | O=C(Nc1ccccc1)C1=C[C@@H](C2CC2)C[C@@H](OCCCCO)O1 |
| -8% | 5% | 0% | -14% | 2%[59 µM] | 1% | 3% | 41%[activator] | 0 | Cc1c(C)n(Cc2ccc(F)cc2)c2ccc(C(=O)Nc3ccc(Cl)cc3)cc12 |
| 2% | 1% | -10% | -21% | -4% | -15% | 4% | 18% | 0 | O=C(CCN1C(=O)[C@@H]2Cc3ccccc3CN2C1=O)NCc1ccccc1Cl |
| -4% | 6% | -14% | 1% | 7% | 10% | 9% | 29% | 13 | Cc1cccc(NC(=O)CCCC(=O)OC(C)C(=O)c2ccccc2)c1 (stereo unspecified) |
| 5% | 5% | 1% | 18% | · | 25% | -14% | 23% | -1 | CCC(C)[C@H](NC(=O)N1CC(=O)Nc2ccccc21)C(=O)N1CCC(C(=O)O)CC1 (stereo partly specified) |
| 0% | 13% | -18% | 2% | · | 6% | -1% | 14% | -3 | Cn1c(=O)n(Cc2ccccc2Br)c2ccccc21 |
| -5% | -2% | 0% | -30% | 0%[59 µM] | 15% | -1% | 11% | 2 | COCCCNC(=O)CSc1nc2c(sc3ccccc32)c(=O)n1CCc1ccc(OC)c(OC)c1 |
| 6% | 12% | 9% | -25% | ? | -41% | -39% | 41%[activator] | 0 | Cc1cc(C)c(C)c(OCCn2ccnc2)c1 |
| 5% | -1% | -14% | -13% | · | 1% | · | 22% | -2 | COCCCN1CC23C=CC(O2)C(C(=O)OC)C3C1=O (stereo unspecified) |
| -14% | 4% | 310%[activator] | -14% | 0% | 5% | -13% | 30% | -2 | Cc1cc(C(=O)Nc2ccc3c(c2)OCO3)no1 |
| -1% | 4% | -9%&-4% | -10% | · | 18% | · | 24%[57 µM] | 0 | CC(C)N(Cc1ccccc1)C(=O)COC(=O)c1c(F)cccc1F |
| -10% | 11% | 5% | -7% | ? | -25% | 8% | 24% | 7 | Cc1cc(NC(=O)c2c(F)c(F)c(F)c(F)c2F)no1 |
| 6% | -3% | 0% | -20% | · | 13% | -2% | 28% | -14 | Cc1nnc(SCc2cccc([N+](=O)[O-])c2)s1 |
| 6% | -4% | -5% | -21% | 4% | 4% | · | 14% | 11 | Cc1ccc(NCc2nnc(SCC(=O)Nc3nnc(C)s3)n2C)cc1 |
| 17% | -15% | 1% | -24% | 1%[59 µM] | ? | -10% | 4% | -5 | CC1=NN(c2ccc(C)cc2C)C(=O)C1C(c1ccccc1O)C1C(=O)N(c2ccc(C)cc2C)N=C1C (stereo unspecified) |
| 0% | 2% | 0% | 18% | 50%[activator][59 µM] | -1% | 21% | 83%[activator] | 0 | Cc1cccc(OCCCSc2nc3ccc(C)cc3[nH]2)c1 |
| 0% | -6% | 10% | -13% | · | 31% | -5% | 12% | -4 | CC1CN(S(=O)(=O)c2cccc(C(=O)OC(C)C(=O)NC3CCCCC3C)c2)CC(C)O1 (stereo unspecified) |
| 4% | 3% | -21% | -10% | -4%[59 µM] | -14% | -1% | 22% | 0 | CC(C)c1ccc(S(=O)(=O)c2cnc(SCC(=O)Nc3cccc(C(F)(F)F)c3)nc2N)cc1 |
| 1% | -3% | 1% | -8% | -5% | 19% | 6% | 46%[activator] | -5 | O=C(CNS(=O)(=O)c1cccs1)NCc1ccccc1 |
| -2% | -11% | 8.9µM* | -3% | ? | -4% | 7% | 54%[activator] | 2 | COc1cccc(-n2c(Cc3cc(=O)[nH]c(=O)[nH]3)nnc2SCC(=O)N2CCCCC2)c1 |
| -2% | -4% | 29% | -18% | · | 0% | ? | 10% | 1 | COc1cc(C2C3=C(CCCC3=O)Nc3c2c(C)nn3-c2cccc(C)c2)cc(OC)c1O (stereo unspecified) |
| 0% | -7% | -1% | -10% | 6% | 8% | -5% | 15% | -1 | CCOc1cc(/C=N/NC(=O)C(=O)N2CCCC2)ccc1O |
| -19% | -5% | 28% | -9% | -11%[59 µM] | -15% | -4% | 16% | 7 | Cc1cccc(NC(=O)Cn2cnc3sc(C)c(S(=O)(=O)N4CCC(C)CC4)c3c2=O)n1 |
| -1% | -17% | -20% | 22µM* | ? | -30% | 28µM* | 28µM* | -3 | O=C1c2ccccc2C2=Nc3ccccc3SC(c3cccc(F)c3)C12 (stereo unspecified) |
| 3% | -7% | -21% | -25% | ? | 20% | ? | 19% | 3 | COc1ccc(-n2nc(C(=O)O)c3ccccc3c2=O)cc1 |
| -21% | -2% | 1% | 50%[activator] | 86%[activator] | 3% | 31% | 91%[activator] | -1 | Cc1ccccc1CN1N=C(/C=C/c2ccccc2)CCC1=O |
| -1% | 0% | -8% | -33% | -34% | -6% | -31% | -19% | -3 | O=C(Nc1nccs1)c1cc(-c2ccncc2)nc2ccccc12 |
| -4% | -1% | -20% | -13% | -36%[12.7 µM] | -42% | 5% | 38% | -3 | Cc1cc(C)c2cc(C#N)c(SCC(=O)NCC3CCCO3)nc2c1 (stereo unspecified) |
| -13% | 6% | 3% | -20% | -23%[59 µM] | 16% | -3% | 2% | 0 | O=C(Nc1cccc(C(F)(F)F)c1)c1cc(S(=O)(=O)N2CCCC2)c[nH]1 |
| -6% | -6% | 13% | 1% | 89% | -8% | ? | 34% | 5 | O=C(CCC(=O)Nc1ccc(Cl)cc1)N/N=C/c1ccc2c(c1)OCO2 |
| ? | 8% | -8% | -28% | ? | -15% | ? | -4% | 3 | Cc1ccccc1C1C(C#N)=C2N=C(N)c3ccccc3N2C2=C1C(=O)CCC2 (stereo unspecified) |
| 17% | -6% | -8% | -22% | · | -10% | -7% | 27% | 2 | CCCCc1cn(C[C@H]2CC[C@@H]([C@@H]3CC[C@H](Cn4cc(CCCC)nn4)O3)O2)nn1 |
| ? | -3% | ? | ? | 4%[59 µM] | -53% | -35% | 5% | 8 | CC12CCC(C(=O)N(CSC(=S)N/N=C\c3ccccc3Cl)C1=O)C2(C)C (stereo unspecified) |
| 15% | 30% | ? | ? | 13µM* | -47% | ? | ? | -9 | COc1ccccc1Nc1nc(-c2sc(N)nc2C)cs1 |
| -9% | 1% | -9% | 18% | 93%[activator][59 µM] | 16% | 38% | 44%[activator] | -5 | CCc1ccc(CN(Cc2ccco2)C(=O)COc2ccc(Cl)cc2C)cc1 |
| -9% | 11% | -10% | -11% | ? | -17% | 5% | 22% | 4 | COc1ccc(CC(=O)Oc2ccccc2Cl)cc1S(=O)(=O)N1CCOCC1 |
| -12% | 4% | -7% | ? | ? | 25% | ? | 17% | 0 | Cc1nc2ccccc2n1S(=O)(=O)c1ccc(S(=O)(=O)N2CCCCCC2)cc1 |
| 3% | 10% | -20% | -22% | -29% | -19% | -33% | 23% | -3 | O=C(Nc1ccc(N2CCN(Cc3ccccc3F)CC2)cc1)c1ccccc1[N+](=O)[O-] |
| -4% | · | 2% | -21% | -4% | -4% | -4% | 23% | -2 | COCCNC(=O)C(c1ccc(C)o1)N(C(=O)c1snc(C(N)=O)c1N)c1cc(C)cc(C)c1 (stereo unspecified) |
| -4% | 4% | -11% | -9% | ? | 2%[11.4 µM] | -4% | 57%[activator] | -2 | Cc1cc(C)n(-c2ccc(C(=O)OCC(=O)NCc3ccc(Cl)cc3)cc2)n1 |

Not all compounds are listed (hit frequency here may not be typical).
